Bioassay records as filed in PubChem BioAssay.
UCHL1 block: inhibitors of human UCHL1 deubiquitinase. purified UCHL1, Ub-rhodamine cleavage fluorescence. 0.2% of 47,000 active. inhibition, % at 20 µM. AID 1645859, 2021. Ubiquitin carboxyl-terminal hydrolase isozyme L1 (Homo sapiens), P09936
Target sequence (P09936 whole entry, looked up): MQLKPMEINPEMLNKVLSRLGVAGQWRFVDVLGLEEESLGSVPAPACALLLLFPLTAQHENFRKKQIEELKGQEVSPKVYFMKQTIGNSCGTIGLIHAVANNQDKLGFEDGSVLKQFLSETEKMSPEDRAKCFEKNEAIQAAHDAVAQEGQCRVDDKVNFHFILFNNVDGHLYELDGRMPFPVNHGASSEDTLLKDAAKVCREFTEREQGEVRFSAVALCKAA
USP17 block: inhibitors of human USP17 deubiquitinase; inhibition, % at 50 µM; purified USP17, Ub-rhodamine cleavage fluorescence, 3 h; 6.5% of 47,000 active; Ubiquitin carboxyl-terminal hydrolase 17-like protein 5 (Homo sapiens), A8MUK1
Target sequence (A8MUK1 whole entry, looked up): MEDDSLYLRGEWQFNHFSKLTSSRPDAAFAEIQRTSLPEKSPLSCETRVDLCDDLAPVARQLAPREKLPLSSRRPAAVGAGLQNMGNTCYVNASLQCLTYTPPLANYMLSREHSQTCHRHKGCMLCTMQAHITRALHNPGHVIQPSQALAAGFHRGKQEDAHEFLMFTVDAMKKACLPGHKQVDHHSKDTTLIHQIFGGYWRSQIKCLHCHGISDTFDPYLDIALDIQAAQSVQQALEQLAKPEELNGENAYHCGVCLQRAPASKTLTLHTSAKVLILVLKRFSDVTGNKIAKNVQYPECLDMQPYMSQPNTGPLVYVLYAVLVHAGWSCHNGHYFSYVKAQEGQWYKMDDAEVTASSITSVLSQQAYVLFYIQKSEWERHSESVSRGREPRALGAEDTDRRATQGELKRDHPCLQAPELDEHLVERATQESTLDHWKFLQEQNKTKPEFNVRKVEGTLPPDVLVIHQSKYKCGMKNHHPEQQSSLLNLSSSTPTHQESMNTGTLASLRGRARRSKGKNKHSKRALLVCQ
USP8 block: inhibitors of human USP8 deubiquitinase. inhibition, % at 20 µM. purified USP8, Ub-rhodamine cleavage fluorescence, 30 min. 4.2% of 47,000 active. Ubiquitin carboxyl-terminal hydrolase 8 (Homo sapiens), P40818
OTUD3 block: inhibitors of human OTUD3 deubiquitinase | OTU domain-containing protein 3 (Homo sapiens), Q5T2D3 | purified OTUD3, Ub-rhodamine fluorescence, 2 h | inhibition, % at 25 µM | 0.7% of 47,000 active | AID 1645858, 2021
USP30 inh: inhibitors of human USP30 deubiquitinase; 5.3% of 47,000 active; inhibition, % at 25 µM; Ubiquitin carboxyl-terminal hydrolase 30 (Homo sapiens), Q70CQ3; AID 1645860, 2021; purified USP30, Ub-rhodamine cleavage fluorescence
USP10 inh: inhibitors of human USP10 deubiquitinase; Ubiquitin carboxyl-terminal hydrolase 10 (Homo sapiens), Q14694; purified USP10, Ub-rhodamine fluorescence, 60 min; inhibition, % at 20 µM; 1.1% of 47,000 active; AID 1645856, 2021
USP28 block: inhibitors of human USP28 deubiquitinase; purified USP28, Ub-rhodamine cleavage fluorescence, 30 min; inhibition, % at 25 µM; 3% of 47,000 active; AID 1645857, 2021
USP7 inh: inhibitors of human USP7 deubiquitinase; Ubiquitin carboxyl-terminal hydrolase 7 (Homo sapiens), Q93009; inhibition, % at 20 µM; purified USP7, Ub-rhodamine cleavage fluorescence; 0.3% of 47,000 active
* marks the source's active call; other numbers are inactive results; i = inactive; . = no result given. Cut-off read from the data, not from the text of the source: active = inhibition above about 30%; inactive = the rest.

1. O=C(NCCc1ccccc1)C1CCCN(c2ccc(-c3ccccc3)nn2)C1 (centres undefined)
2. Cc1cccc(CCN2C(=O)CCc3c(C)nc(C4CCCNC4)nc32)c1 (centres undefined)
3. O=C(CNS(=O)(=O)/C=C/c1ccccc1)N1CCCC(c2nc3ccccc3s2)C1 (centres undefined)
4. Cc1ccc(Nc2nc(O)c(CC(=O)Nc3cccc(Cl)c3C)s2)cc1C
5. Cc1ccc(CNC(=O)CN2C(=O)c3ccccc3C2c2c(-c3ccccc3)[nH]c3ccccc23)o1 (centres undefined)
6. COCCN(C)C(=O)c1ccnn1-c1ccc2ccc(-c3cccnc3)cn12
7. O=C(O)c1cn(CCc2ccccc2)nc1S(=O)(=O)N1CCOCC1
8. O=C(CNC(=O)c1cc2ccccc2o1)Nc1ccc(Cl)c(C(F)(F)F)c1

| Screen / compound no. | 1 | 2 | 3 | 4 | 5 | 6 | 7 | 8 |
| --- | --- | --- | --- | --- | --- | --- | --- | --- |
| USP10 inh | 7 | 0 | 10 | 30* | -10 | -5 | 7 | -14 |
| USP17 block | 0 | 14 | 0 | 14 | 37* | -143 | -35 | -33 |
| UCHL1 block | -1 | 4 | -1 | 2 | 3 | -144 | 2 | -7 |
| USP8 block | -22 | -2 | -12 | 63* | 23 | -280 | -272 | -14 |
| USP28 block | -11 | 11 | -11 | 6 | 4 | -238 | -4 | -47 |
| OTUD3 block | 3 | 16 | -14 | 19 | 2 | -174 | -7 | -31 |
| USP7 inh | 0 | 33* | -2 | 12 | -4 | -128 | 0 | 0 |
| USP30 inh | 5 | 27 | -182 | 15 | -15 | i | -4 | -138 |

9. O=C(N1CCOCC1)N1CCn2c(nnc2C2CCCN2)C1 (centres undefined)
10. CCn1c(=O)[nH]c2c(C(=O)N3CC=C(c4ccccc4)CC3)snc2c1=O
11. CCc1ccccc1Nc1cc(C(=O)NCCCN2CCCC2)c2ccccc2n1
12. Cc1nc(-c2ncc[nH]2)cc(C2CCCN(C(=O)CC(C)(C)C)C2)n1 (centres undefined)
13. O=C(CCn1cnc2cc(S(=O)(=O)N3CCCC3)ccc21)N1CCCCC1
14. O=c1[nH]c2ccccc2cc1CN(Cc1cccnc1)S(=O)(=O)c1ccc([N+](=O)[O-])cc1
15. CC1(C(=O)NC2CCCCC2)CN(S(C)(=O)=O)CC(=O)N1c1ccc(F)cc1 (centres undefined)
16. COc1ccccc1N1CCN(C(=O)Cn2ccc3ccc(N4CCOCC4)nc32)CC1

| Screen / compound no. | 9 | 10 | 11 | 12 | 13 | 14 | 15 | 16 |
| --- | --- | --- | --- | --- | --- | --- | --- | --- |
| USP10 inh | -3 | 0 | -7 | 1 | -1 | 1 | -2 | -7 |
| USP17 block | -18 | -2 | 2 | 4 | 0 | -2 | 10 | -53 |
| UCHL1 block | -1 | -3 | -3 | -1 | 1 | -1 | 3 | -2 |
| USP8 block | -199 | -11 | 0 | 9 | 3 | -135 | 11 | -12 |
| USP28 block | -3 | -9 | -7 | -3 | 7 | -6 | 11 | -76 |
| OTUD3 block | 4 | -1 | -10 | 0 | 1 | -8 | 13 | -62 |
| USP7 inh | 2 | -3 | -10 | 4 | 6 | 2 | -2 | -4 |
| USP30 inh | -5 | 0 | 5 | 0 | 1 | -7 | 21 | -382 |

17. CC(C)c1nnc2n1CCN(C(=O)c1cc(-c3ccccc3)n[nH]1)C2
18. COc1ccc(NC(=O)C2C3C=CC4(O3)C2C(=O)N(CCc2ccccc2)C4C(=O)NC2CCCCC2)cc1 (centres undefined)
19. O=C1NC2(CCN(C(=O)CSc3ccncc3)CC2)Nc2ccccc21
20. CCOc1ccc(C(=O)c2c(-c3cccc(OC)c3)cc3ccccn23)cc1
21. COc1ccc(Cn2ccc3nc(N4CCOCC4)ncc3c2=O)cc1
22. CC(C)NC(=O)N1C[C@H]2Cc3c(c(-c4cccc(F)c4)nn3C)[C@H]2C1
23. Cc1ccc(CNc2nc3nc(C)c(CCC(=O)NCc4ccccc4)c(=O)n3[nH]2)cc1
24. CC(C)CC(=O)N1c2ccccc2NC2=C(C(=O)CC(C)(C)C2)C1c1ccco1 (centres undefined)

| Screen / compound no. | 17 | 18 | 19 | 20 | 21 | 22 | 23 | 24 |
| --- | --- | --- | --- | --- | --- | --- | --- | --- |
| USP10 inh | -1 | -2 | -3 | 3 | -7 | 0 | 2 | 0 |
| USP17 block | 10 | 35* | 12 | 15 | 19 | 3 | 20 | -20 |
| UCHL1 block | 1 | 4 | 0 | 6 | 0 | 2 | -3 | -2 |
| USP8 block | 4 | -13 | 20 | 19 | 11 | 5 | -2 | -9 |
| USP28 block | 11 | 7 | 2 | 9 | -2 | 5 | 1 | -13 |
| OTUD3 block | 17 | 22 | 4 | 11 | -6 | 7 | 1 | -12 |
| USP7 inh | 3 | -109 | 0 | 12 | 1 | 2 | 0 | -6 |
| USP30 inh | 12 | 56* | 5 | -23 | 9 | 16 | 13 | -43 |

25. COc1ccc(CC(=O)N2CCN(c3ccc(Nc4ccccn4)nn3)CC2)cc1
26. COc1c(O)c2c(=O)cc(OC)c3c4c(OC)cc(=O)c5c(O)c(OC)c(CC(C)O)c(c(c1CC(C)O)c23)c54 (centres undefined)
27. COc1ccc(NC(=O)CSc2ncc(-c3ccc(F)cc3)[nH]2)c(OC)c1
28. Cc1ccc(OCc2nc3ccccc3n2Cc2ccccc2C)cc1
29. O=C(c1ccc(F)cc1)N1CCC(Cc2nc(-c3ccccc3)no2)CC1
30. O=C(NC1CCCCC1)C(c1ccccc1F)N(Cc1cccnc1)C(=O)Cc1c[nH]c2ccccc12 (centres undefined)
31. O=C(Nc1ccc2c(c1)OCCO2)N1CCCC1c1cccs1 (centres undefined)
32. C=C1Nc2ccccc2C(=O)N1c1cccc(NC(=O)c2ccc(F)cc2)c1

| Screen / compound no. | 25 | 26 | 27 | 28 | 29 | 30 | 31 | 32 |
| --- | --- | --- | --- | --- | --- | --- | --- | --- |
| USP10 inh | 1 | -2 | -1 | 7 | 0 | -3 | -1 | 0 |
| USP17 block | . | -181 | -30 | 12 | 7 | -4 | 0 | -3 |
| UCHL1 block | -6 | -148 | 0 | 4 | -1 | 4 | 0 | 2 |
| USP8 block | -185 | -301 | -23 | 14 | -2 | 8 | 9 | 0 |
| USP28 block | 37* | -214 | -24 | 7 | -3 | 0 | 1 | 4 |
| OTUD3 block | -6 | -159 | -14 | 9 | -3 | -1 | 3 | 2 |
| USP7 inh | -7 | -134 | -11 | -3 | -7 | -8 | -2 | 1 |
| USP30 inh | 0 | i | -51 | 28 | 10 | 11 | 8 | 2 |

33. COc1cccc(C(=O)N2CCCn3nnc(CN4CCCCC4)c3C2)c1
34. COc1ccc(NC(=O)c2cn(C)nc2S(=O)(=O)N2CCCCC2)cc1
35. CC(C)N1CC[C@@H]2[C@H]1C(=O)NC[C@H](CCC(=O)N1CCOCC1)N2C
36. O=C1CC(c2ccco2)Cc2nc(N3CCc4ccccc43)ncc21 (centres undefined)
37. O=C(Cn1cncn1)NCCc1ccccc1
38. CCOCC1CN(C(=O)c2ccncn2)Cc2cnn(C)c21 (centres undefined)
39. CCn1c(C(=O)O)c(CNCCC2=CCCCC2)c2ccccc21
40. COc1cc(CO)cc2c1C(=O)c1c(O)cc(O)cc1C2=O

| Screen / compound no. | 33 | 34 | 35 | 36 | 37 | 38 | 39 | 40 |
| --- | --- | --- | --- | --- | --- | --- | --- | --- |
| USP10 inh | 0 | -2 | 2 | -1 | 1 | -3 | -1 | 3 |
| USP17 block | -27 | 1 | -60 | 37* | -5 | -8 | -2 | 8 |
| UCHL1 block | 0 | 0 | 0 | 4 | -1 | -2 | -2 | 3 |
| USP8 block | -221 | -16 | 10 | 40* | 6 | -56 | -6 | 5 |
| USP28 block | 0 | 6 | -3 | 22 | -4 | -10 | -2 | 6 |
| OTUD3 block | 3 | 0 | -3 | 30 | -2 | -13 | 3 | 0 |
| USP7 inh | 2 | 0 | 0 | 7 | 0 | -7 | 0 | 5 |
| USP30 inh | 5 | 19 | -11 | -8 | -8 | -28 | 0 | 29 |

Four entries from above, field by field:
36: O=C1CC(c2ccco2)Cc2nc(N3CCc4ccccc43)ncc21 (centres undefined)
  USP10 inh = -1
  USP17 block = 37*
  UCHL1 block = 4
  USP8 block = 40*
  USP28 block = 22
  OTUD3 block = 30
  USP7 inh = 7
  USP30 inh = -8
37: O=C(Cn1cncn1)NCCc1ccccc1
  USP10 inh = 1
  USP17 block = -5
  UCHL1 block = -1
  USP8 block = 6
  USP28 block = -4
  OTUD3 block = -2
  USP7 inh = 0
  USP30 inh = -8
38: CCOCC1CN(C(=O)c2ccncn2)Cc2cnn(C)c21 (centres undefined)
  USP10 inh = -3
  USP17 block = -8
  UCHL1 block = -2
  USP8 block = -56
  USP28 block = -10
  OTUD3 block = -13
  USP7 inh = -7
  USP30 inh = -28
39: CCn1c(C(=O)O)c(CNCCC2=CCCCC2)c2ccccc21
  USP10 inh = -1
  USP17 block = -2
  UCHL1 block = -2
  USP8 block = -6
  USP28 block = -2
  OTUD3 block = 3
  USP7 inh = 0
  USP30 inh = 0

Some entries already given, reduced to USP8 block, USP30 inh and USP28 block.
cpd	mol	USP8 block	USP30 inh	USP28 block
38	CCOCC1CN(C(=O)c2ccncn2)Cc2cnn(C)c21 (centres undefined)	-56	-28	-10
39	CCn1c(C(=O)O)c(CNCCC2=CCCCC2)c2ccccc21	-6	0	-2

Continuation:
41. COc1ccc(NC(=O)CCN2C(=O)[C@@H]3Cc4ccccc4CN3C2=O)cc1
42. CCn1c(-c2cc(NC(=O)C3CCCO3)n[nH]2)cc2c(OC)cccc21 (centres undefined)
43. Cc1ccc(NC(=O)c2ccccc2)c(=O)n1CC(=O)N1CCC2(CC1)OCCO2
44. CCN1C(=O)[C@H]2CN(C(C)=O)C[C@H]2C12CCN(C(=O)NCc1ccccc1)CC2
45. COc1cc(NC(=O)CSc2cc(=O)n(C)c3cc(Cl)ccc23)cc(OC)c1OC
46. Cc1nc2c(c(=O)[nH]1)CCN(Cc1cc(C)n(-c3cccnc3)c1C)C2
47. NS(=O)(=O)c1ccc(NC(=O)COC(=O)c2sc3cc(F)ccc3c2Cl)cc1
48. CC(=O)N1CCC(c2cc(-c3cccc(C(=O)O)c3)nc(C)n2)CC1

| Screen / compound no. | 41 | 42 | 43 | 44 | 45 | 46 | 47 | 48 |
| --- | --- | --- | --- | --- | --- | --- | --- | --- |
| USP10 inh | 1 | -8 | 2 | -1 | -9 | -7 | 25 | 2 |
| USP17 block | -2 | -10 | 1 | -2 | -15 | -138 | 23 | 3 |
| UCHL1 block | -4 | -3 | 0 | -2 | -1 | -78 | 2 | 2 |
| USP8 block | -21 | -2 | 0 | -11 | -23 | -223 | 37* | 2 |
| USP28 block | -1 | 1 | 6 | -5 | -3 | -222 | 34* | 12 |
| OTUD3 block | 0 | -8 | -1 | 1 | -9 | -172 | 15 | 7 |
| USP7 inh | -4 | 0 | 1 | -1 | 1 | -84 | 15 | 5 |
| USP30 inh | 5 | -24 | -2 | 0 | -2 | i | 41* | 19 |

49. Cc1ccc(O)c(NC(=O)c2cc(C(C)C)on2)c1
50. Cc1noc(-c2ccc(=O)n(Cc3cccc(C(F)(F)F)c3)c2)n1
51. COc1ccc(Cl)cc1NC(=O)N1CCc2c(nc[nH]c2=O)C1
52. O=S(=O)(c1ccc(Cl)cc1)N1CCCC(c2nnc3ccccn23)C1 (centres undefined)
53. COC(=O)c1cc2sc(Cl)cc2n1Cc1nc(-c2cccc(C)c2)oc1C
54. Cc1ccc(NC(=O)NCc2nnnn2-c2ccccc2)cc1
55. CCc1sc(NC(=O)/C=C/c2ccc3c(c2)OCO3)nc1-c1ccccc1
56. CCCCNC(=O)c1cc(=O)nc2sc(N3CCC(C)CC3)nn12
57. N[C@@H]1C[C@@H](Oc2cccc(F)c2)[C@H](O)[C@H]1N1CCOCC1

| Screen / compound no. | 49 | 50 | 51 | 52 | 53 | 54 | 55 | 56 | 57 |
| --- | --- | --- | --- | --- | --- | --- | --- | --- | --- |
| USP10 inh | 7 | -2 | -2 | -8 | -5 | 4 | -3 | -2 | 2 |
| USP17 block | 14 | -1 | -7 | 1 | -27 | 0 | -5 | -7 | -10 |
| UCHL1 block | 0 | -1 | -2 | -1 | -5 | 3 | 2 | -2 | 0 |
| USP8 block | 4 | -6 | -27 | 13 | -66 | 2 | -1 | -2 | 1 |
| USP28 block | 2 | 4 | -1 | -4 | -26 | 11 | 15 | . | 5 |
| OTUD3 block | -6 | -6 | 2 | 5 | -17 | 16 | -5 | -1 | 13 |
| USP7 inh | 1 | -3 | -3 | 1 | -12 | 4 | 1 | -9 | 1 |
| USP30 inh | 19 | -8 | -3 | -17 | -79 | 18 | 2 | . | 18 |
